NALP1 yeast inh – blocks the NALP1 inflammasome reconstituted in yeast; S. cerevisiae NALP1/ASC/caspase-1 growth, X-gal OD620, 72 h; inhibition, % at 10 µM; 280,000 tested, 0.61% active; AID 2071; in the data active = inhibition mostly above about 24%, no sharp cut-off; inactive = mostly below about 32%; also: some compounds called inactive have numbers as strong as hits
M18AAP inhibitor – blocks P. falciparum M18 aspartyl aminopeptidase. recombinant PfM18AAP, H-Glu-NHMec fluorogenic cleavage. inhibition, % at 7.35 µM. 290,000 tested, 1.2% active;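 active = inhibition above the campaign mean inhibition over all tested compounds plus 3 SD, cut at about 28% in these data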;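 also: 0% = plate median of test compound wells and 100% = 2 mM ZnCl2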
IDE act – boosts human insulin-degrading enzyme activity in HEK cells | FAbeta-B cleavage, fluorescence polarization; 0% vehicle, 100% cell-free pure enzyme wells | activation, % at 5.96 µM | 340,000 tested, 0.073% active | AID 493087;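 active = activation above the mean of all tested compounds plus 3 SD, set per screening campaign, cut at about 17% in these data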
p-CIP stab down – p/CIP protein destabilization. Q05BA5. F442A p/CIP-EGFP cells, EGFP fluorescence, 16 h. decrease of EGFP signal, % at 10 µM. 290,000 tested, 0.01% active;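 active = EGFP signal decrease of at least 30% at 10 µM or well 3 SD below plate mean, unless failing retest; inactive = the rest, including hits failing retest or dose response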; also: some compounds called inactive have numbers as strong as hits; many of its hits are not listed in these tables
Target sequence (Q05BA5 1-1403): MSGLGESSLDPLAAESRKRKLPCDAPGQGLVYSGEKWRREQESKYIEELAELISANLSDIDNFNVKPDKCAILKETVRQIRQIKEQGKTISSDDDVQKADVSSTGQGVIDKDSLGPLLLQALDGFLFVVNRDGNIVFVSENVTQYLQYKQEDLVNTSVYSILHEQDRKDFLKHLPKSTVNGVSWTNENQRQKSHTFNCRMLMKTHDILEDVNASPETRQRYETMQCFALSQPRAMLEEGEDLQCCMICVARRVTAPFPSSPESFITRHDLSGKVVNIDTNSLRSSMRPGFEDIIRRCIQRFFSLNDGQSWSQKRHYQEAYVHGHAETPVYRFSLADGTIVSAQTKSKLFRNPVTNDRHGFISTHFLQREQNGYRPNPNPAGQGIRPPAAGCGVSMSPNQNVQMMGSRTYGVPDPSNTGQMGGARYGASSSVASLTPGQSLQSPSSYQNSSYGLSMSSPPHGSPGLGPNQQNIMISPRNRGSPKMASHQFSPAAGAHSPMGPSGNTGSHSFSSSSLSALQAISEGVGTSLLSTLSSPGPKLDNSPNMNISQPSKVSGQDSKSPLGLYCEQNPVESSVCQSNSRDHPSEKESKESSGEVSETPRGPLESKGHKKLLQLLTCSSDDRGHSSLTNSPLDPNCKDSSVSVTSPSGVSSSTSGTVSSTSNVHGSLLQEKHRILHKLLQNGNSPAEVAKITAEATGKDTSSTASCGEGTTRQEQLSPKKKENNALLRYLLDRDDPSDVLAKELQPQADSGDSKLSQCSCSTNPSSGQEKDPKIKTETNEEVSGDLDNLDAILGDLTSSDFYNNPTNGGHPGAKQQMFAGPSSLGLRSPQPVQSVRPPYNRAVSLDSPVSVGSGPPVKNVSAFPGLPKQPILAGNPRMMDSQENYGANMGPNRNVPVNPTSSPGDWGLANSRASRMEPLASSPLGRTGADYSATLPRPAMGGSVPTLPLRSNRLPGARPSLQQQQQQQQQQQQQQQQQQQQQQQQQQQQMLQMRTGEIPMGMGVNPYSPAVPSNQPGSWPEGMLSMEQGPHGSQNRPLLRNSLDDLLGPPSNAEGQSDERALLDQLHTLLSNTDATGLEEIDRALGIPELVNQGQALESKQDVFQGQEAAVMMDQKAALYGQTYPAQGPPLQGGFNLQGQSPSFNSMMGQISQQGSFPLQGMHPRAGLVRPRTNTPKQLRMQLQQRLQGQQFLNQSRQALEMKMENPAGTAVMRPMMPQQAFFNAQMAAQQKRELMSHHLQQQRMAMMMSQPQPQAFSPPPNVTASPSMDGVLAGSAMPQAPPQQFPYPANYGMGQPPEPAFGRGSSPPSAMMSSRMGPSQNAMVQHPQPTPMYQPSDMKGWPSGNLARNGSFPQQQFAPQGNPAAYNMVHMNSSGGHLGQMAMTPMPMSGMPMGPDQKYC
IMP-1 inhibitor – blocks Pseudomonas aeruginosa IMP-1 metallo-beta-lactamase; purified IMP-1, nitrocefin hydrolysis, epi-absorbance fluorescence; 290,000 tested, 0.45% active; inhibition, % at 5.6 µM;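 active = inhibition above the mean plus 3 SD of all compounds in the same screening run, cut at about 4.5% in these data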;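 also: 0% = IMP-1 with DMSO and 100% = DMSO wells lacking enzyme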
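Material – recombinant IMP-1 enzyme, purified · Amount – IMP-1 0.2 nM before substrate addition · Medium – HEPES buffer pH 7.1 with ZnSO4 and Brij 35 · Timing – 25 °C, 15 min preincubation, 25 min reaction · Measured by – plate fluorescence quenching by hydrolysis product, ex 480/em 530 nm · Read-out – percent enzyme inhibition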
PHOSPHO1 block – inhibitors of human PHOSPHO1 phosphatase. inhibition, % at 13.3 µM. Q8TCT1. recombinant PHOSPHO1, absorbance phosphatase assay. 290,000 tested, 1.1% active; in the data active = inhibition above about 60%
GPR7 antagonist – human neuropeptides B/W receptor 1 antagonism | 290,000 tested, 1.1% active | P48145 | GPR7-expressing cells, fluorescence antagonist assay | inhibition, % at 4.4 µM; in the data active = inhibition above about 16%, passing the limit was not always enough;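 also: cells stimulated with the agonist NPW; 0% = agonist with vehicle and 100% = vehicle without agonist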
IDE cell inh – inhibits human insulin-degrading enzyme in HEK cells; inhibition, % at 5.59 µM; FAbetaB cleavage, fluorescence polarization; P14735; 320,000 tested, 0.41% active;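 active = percent inhibition above the average of all tested compounds plus 3 SD, set per screening campaign, cut at about 16% in these data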;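 also: IDE supplied by intact live HEK cells; FP after avidin binding of uncleaved biotin substrate so inhibition keeps polarization high; 0% = DMSO wells and 100% = 60 µM reference IDE inhibitor Ii1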
VIM-2 inh – blocks Pseudomonas aeruginosa VIM-2 metallo-beta-lactamase; purified VIM-2, nitrocefin hydrolysis, epi-absorbance fluorescence; inhibition, % at 5.6 µM; 290,000 tested, 0.89% active; AID 1527;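 active = inhibition above the mean of all tested compounds plus 3 SD, cutoff set per screening run, cut at about 7.5% in these data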;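 also: red hydrolysis product quenches plate fluorescence so inhibitors raise well fluorescence; 0% = enzyme with DMSO and 100% = DMSO without enzyme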
Starred values were filed as active, the others as inactive; . = not tested or not shown. Hits appear at their usual frequency; overall some 5.3% were active at least once.

SMILES	NALP1 yeast inh	M18AAP inhibitor	IDE act	p-CIP stab down	IMP-1 inhibitor	PHOSPHO1 block	GPR7 antagonist	IDE cell inh	VIM-2 inh
CC1(C)CN=C(N2CCN(c3ncnc4sc5c(c34)CCCC5)CC2)S1	14	1	.	-10	-3.1	14	-9	.	-3.1
COc1ccc(S(=O)(=O)N2CCc3ccccc32)cc1NC(C)=O	12	-7	-2	-8	-4.4	39	-7	3	-2.3
CCC(C#CCN1CCOCC1)(CC)OCCC#N	5	0	-1	-4	-4.8	-11	-12	3	-6.3
COc1ccc(OC)c(CCNC(=O)CCn2ccc3cc(S(=O)(=O)N4CCCC4)ccc32)c1	1	-3	0	1	-1.8	22	-2	4	-1.4
COc1ccc(N2C3=C(C(=O)CC(C)(C)C3)C(c3cnn(C)c3)C3=C2CC(C)(C)CC3=O)cc1	16	-8	6	-9	-1.6	-13	-15	-3	-0.5
CCCCN(C)C(=O)c1cc2cc3cc(OC)ccc3nc2o1	-6	0	0	-2	-2.5	36	-6	0	-2.8
O=C(c1ccccc1Br)N1CCc2c([nH]c3ccccc23)C1	16	5	0	-9	-0.7	33	-1	-9	-0.1
CC(C)(C)NC(=O)CCc1ncc(C(F)(F)F)cc1Cl	2	-6	1	-9	-4.1	12	4	1	-1.2
O=C(N/N=C/c1ccccn1)c1cc(C2CC2)[nH]n1	-3	4	0	5	-4.1	24	-9	-3	-1.2
O=C(O)c1cccc(S(=O)(=O)N(Cc2ccccc2)c2ccccc2)c1	14	-7	4	14	-0.8	28	0	4	-1.2
CCCCC(CC)C(=O)Nc1ccc(C)c(O)c1 (stereo not drawn)	10	1	-1	-1	0.1	50	-15	0	-2.0
CCCCOc1nc2ccccc2nc1NS(=O)(=O)c1ccc(F)cc1	-14	5	1	-6	-3.6	22	-7	4	-2.9
COc1ccc(-c2csc(N3CCC(C(N)=O)(N4CCCCC4)CC3)n2)cc1	5	0	-1	-5	-7.2	-21	-2	4	-3.1
O=C(CSc1nnc(Nc2ccccc2F)s1)Nc1cccc(S(=O)(=O)N2CCCCC2)c1	32	15	2	-2	-2.1	-1	4	3	-3.6
CCOC(=O)C1CCN(C(=O)COc2ccc(N(C)S(=O)(=O)c3cccs3)cc2)CC1	2	2	7	-2	-3.8	-5	-4	2	-2.3

Ten structures from above, sorted by heavy-atom count, falling:
SMILES	NALP1 yeast inh	M18AAP inhibitor	IDE act	p-CIP stab down	IMP-1 inhibitor	PHOSPHO1 block	GPR7 antagonist	IDE cell inh	VIM-2 inh
COc1ccc(OC)c(CCNC(=O)CCn2ccc3cc(S(=O)(=O)N4CCCC4)ccc32)c1	1	-3	0	1	-1.8	22	-2	4	-1.4
CCOC(=O)C1CCN(C(=O)COc2ccc(N(C)S(=O)(=O)c3cccs3)cc2)CC1	2	2	7	-2	-3.8	-5	-4	2	-2.3
COc1ccc(-c2csc(N3CCC(C(N)=O)(N4CCCCC4)CC3)n2)cc1	5	0	-1	-5	-7.2	-21	-2	4	-3.1
CCCCOc1nc2ccccc2nc1NS(=O)(=O)c1ccc(F)cc1	-14	5	1	-6	-3.6	22	-7	4	-2.9
COc1ccc(S(=O)(=O)N2CCc3ccccc32)cc1NC(C)=O	12	-7	-2	-8	-4.4	39	-7	3	-2.3
CCCCN(C)C(=O)c1cc2cc3cc(OC)ccc3nc2o1	-6	0	0	-2	-2.5	36	-6	0	-2.8
O=C(c1ccccc1Br)N1CCc2c([nH]c3ccccc23)C1	16	5	0	-9	-0.7	33	-1	-9	-0.1
CC(C)(C)NC(=O)CCc1ncc(C(F)(F)F)cc1Cl	2	-6	1	-9	-4.1	12	4	1	-1.2
CCC(C#CCN1CCOCC1)(CC)OCCC#N	5	0	-1	-4	-4.8	-11	-12	3	-6.3
CCCCC(CC)C(=O)Nc1ccc(C)c(O)c1 (stereo not drawn)	10	1	-1	-1	0.1	50	-15	0	-2.0

Following part:
SMILES	NALP1 yeast inh	M18AAP inhibitor	IDE act	p-CIP stab down	IMP-1 inhibitor	PHOSPHO1 block	GPR7 antagonist	IDE cell inh	VIM-2 inh
CCN(CC)C(=O)C(Cc1ccccc1)N1C(=O)c2ccccc2C1=O (stereo not drawn)	-18	6	3	-7	-0.6	1	2	5	-0.8
CC(=O)c1ccc(S(=O)(=O)N(C)CCCC(=O)N(C)Cc2c(F)cccc2Cl)cc1	18	9	5	-2	-1.6	23	-3	-1	0.9
CSc1nc(C(=O)N2CCCC(Nc3ccc(C)c(C)c3)C2)cs1 (stereo not drawn)	13	1	0	-9	-3.2	-5	9	-3	-0.4
c1cc(-c2noc(CCC3CCCC3)n2)ccn1	9	2	2	-13	-1.6	12	4	-2	-4.7
CC(C)Cn1c(N)c(C(=O)COC(=O)C2=COCCO2)c(=O)n(C)c1=O	.	-4	-6	.	-4.4	.	19*	13	-2.7
O=c1ccc(C(F)(F)F)cn1Cc1cc(=O)n2ccsc2n1	-4	1	8	10	-2.2	-10	-8	0	-3.0
CC(=O)NC(CC(=O)NCc1ccncc1)c1ccccc1 (stereo not drawn)	3	3	4	-15	-1.6	47	7	6	-0.9
Fc1cccc(Nc2ncnc3[nH]ncc23)c1	19	7	0	14	-4.7	20	-14	2	-4.2
Cc1nn(C)c(C)c1S(=O)(=O)N(CC(=O)Nc1ccc2c(c1)OCO2)c1ccc(C(C)C)cc1	-64	-2	1	1	0.6	0	-9	3	0.2
Cc1ccc(-n2nc3c(=O)n(C(C)C(=O)NCCc4cccs4)nc(C)c3c2C)cc1 (stereo not drawn)	2	-8	6	-2	-2.7	13	-9	7	-2.7
O=c1nc2ccccc2c(NS(=O)(=O)c2ccc(Cl)cc2)n1-c1ccccc1	1	2	6	-13	1.0	41	-4	8	1.9
Clc1ccc(Cn2c(CN3CCCC3)nc3ccccc32)cc1	16	12	.	-17	-3.8	-9	1	1	-1.2
CC(=O)Nc1ccc(S(=O)(=O)NCC(=O)OCc2ccccc2)cc1	32	2	-3	-16	-1.1	5	-1	3	-3.5
Cc1c(C(=O)O/N=C(\N)c2ccccn2)cccc1[N+](=O)[O-]	-13	-1	3	-5	-4.2	20	-2	2	-3.4
Cc1ccc(-n2c(C)cc(C)c(C#N)c2=O)cc1C	1	6	-6	-14	-5.1	49	-6	-4	-3.3
Cc1cc(=O)oc(C)c1C(=O)Nc1c(C)n(C)n(-c2ccccc2)c1=O	-2	-3	4	-13	-2.3	24	-9	11	1.0
CCn1c(SCC(=O)Nc2ccc3c(c2)OCO3)nc2c(c1=O)SC(C)C2 (stereo not drawn)	28	-2	6	10	-1.3	18	-7	-2	-4.2
COc1ccc(C(=O)Nc2cccc(C(C)=O)c2)cc1S(=O)(=O)N1CCOCC1	15	-6	-3	3	0.3	-3	-3	2	-0.3
CCc1c(C)n([O-])c2c([n+]1=O)CCC2	4	-4	1	-6	-3.1	-3	-1	6	-4.0
COc1ccc(Cl)cc1N1C(=O)C2CCCN2C1c1sccc1C (stereo not drawn)	14	-1	5	-15	-4.0	10	-6	4	-3.4
O=C(Nc1ccccc1N1CCCCC1)c1ccc(Cl)c([N+](=O)[O-])c1	18	-19	0	7	-2.2	8	-7	4	1.9
COc1cccc(C(C(=O)NC2CCCC2)N(Cc2ccc(C)cc2)C(=O)c2ccco2)c1OC (stereo not drawn)	-7	-1	1	0	-5.2	-18	-15	3	-0.9
O=C(O)CCN1CCc2ccccc2C1c1cccs1 (stereo not drawn)	-4	-1	3	-16	0.3	27	-2	0	-2.7
c1ccc(Nc2nc(N3CCCCC3)nc(N3CCCCC3)n2)cc1	11	3	4	-2	-3.7	-9	-15	-2	0.0
COc1cc(CC(NC(C)=O)C(=O)NC2CCN(C(=O)Nc3ccccc3Cl)CC2)cc(OC)c1 (stereo not drawn)	-8	-3	2	-8	1.4	20	0	2	-1.2
COC(=O)c1ccc2c(=O)n(-c3ccc(OC)cc3)c(=S)[nH]c2c1	2	0	-1	1	-1.8	24	-16	1	-1.6
CN(C)CCCN(Cc1ccccc1)C(=S)Nc1ccc(SC(F)F)cc1	14	0	4	-2	-1.0	24	6	-2	-3.5
O=C(N1CCOCC1)N1CCN(c2ccccn2)CC1	-2	-1	9	-5	-3.2	11	1	-2	-1.9
CN1C(=O)[C@H]2[C@@H](C3CC3)N3C(=O)CN(CC4CC4)C(=O)[C@@]3(C)[C@H]2C1=O	10	2	-3	9	-2.7	10	-17	-1	-1.3
CC(C)CCNC(=O)c1onc(CSc2ccncc2)c1C(=O)NCCC(C)C	2	.	5	5	.	-4	.	3	.
COc1cccc(NC(=O)c2ccc3c(c2)OCCO3)c1	6	1	-3	-17	-3.5	14	-1	.	-1.7
Cc1ccc(S(=O)(=O)N2CCC(C(=O)N[C@@H](C)C(=O)NCc3ccccc3)CC2)cc1	19	0	-8	-2	-2.6	-12	-7	1	-2.3
N/C(=N/OC(=O)c1ccccc1Cl)c1nonc1N	0	2	5	7	-5.4	-4	-9	1	-5.6
CCCCn1ccnc1C(=O)c1ccc(S(=O)(=O)N(CCOC)CCOC)cc1	13	-11	6	-4	-3.9	34	-6	-10	-6.5
CC(=O)CCC(=O)OCC(=O)c1ccc(C(F)(F)F)cc1	29	-5	3	-26	-3.0	25	-10	-2	-1.6
CCOC(=O)CCNC(=O)N1CCCC(CNS(=O)(=O)Cc2ccccc2)C1 (stereo not drawn)	2	-1	4	-4	-0.6	28	-2	12	-1.5
COc1ccc(C(=O)c2oc3ccc(OC)cc3c2NC(C)=O)cc1	-13	-15	-3	13	-1.9	-8	2	2	0.5
CN1C(=O)[C@H]2[C@@H](/C=C/c3ccccc3)N3C(=O)CN(CCO)C(=O)[C@@]3(C)[C@H]2C1=O	13	12	3	-4	3.7	-13	9	2	1.8
CCc1cc2c(SCC(=O)N(CC)c3c(N)n(Cc4ccccc4)c(=O)[nH]c3=O)ncnc2s1	-9	-3	3	-1	-4.8	68*	3	-7	-5.3
O=C(NCCCO)c1cc2c(cn1)[nH]c1ccccc12	4	-1	-2	-6	-1.6	39	-2	.	0.7
c1ccc(-c2nc3nc4ccccc4nc3n2CC2CCCO2)cc1 (stereo not drawn)	-8	1	5	-17	-3.7	12	-14	3	-1.2
Cc1noc(C)c1CSc1nc2ccccc2c(=O)n1-c1ccc(Cl)cc1	9	6	2	-7	-4.2	4	14	6	-4.0
COc1ccc(CNC(=O)CCN2C(=S)NC(C)(C)CC2C)cc1 (stereo not drawn)	-11	1	2	-14	-1.5	40	-10	3	-1.4
Cc1ccc(-c2nc(C#N)c(N3CCC(C(N)=O)CC3)o2)cc1	6	6	5	-11	-1.6	32	-13	5	-1.9

Compound activity as filed in PubChem.
